# ABCB6 inh MLPCN = blocks the human ABCB6 transporter; Q9NP58; K562-ABCB6 porphyrin accumulation, flow cytometry, 1 h; active compounds read low; fluorescence ratio to DMSO, % at 10 µM; hit rate 0.19% among 360,000; AID 602162;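 active = fluorescence ratio to DMSO below 75%, the collection mean minus 3 SD; inconclusive = too few cells collected in the well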;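 note: signal is porphyrin accumulated inside mitochondria; 100% equals median channel fluorescence of DMSO control wells; lower ratio means ABCB6 inhibition with less porphyrin fluorescence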
# HTR2A ag = mouse HTR2A agonism via beta-arrestin recruitment; hit rate 0.66% among 360,000; CHO-K1 mHTR2A beta-arrestin complementation, luminescence; percent of 30 µM serotonin response; P35363; activation, % at 7.6 µM;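 active = activation above a run cutoff, the mean activation of all tested compounds plus 3 SD, cut at about 14% in these data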;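 note: 0% = plate median of compound wells and 100% = 30 µM serotonin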
# Target sequence (P35363 whole entry, looked up): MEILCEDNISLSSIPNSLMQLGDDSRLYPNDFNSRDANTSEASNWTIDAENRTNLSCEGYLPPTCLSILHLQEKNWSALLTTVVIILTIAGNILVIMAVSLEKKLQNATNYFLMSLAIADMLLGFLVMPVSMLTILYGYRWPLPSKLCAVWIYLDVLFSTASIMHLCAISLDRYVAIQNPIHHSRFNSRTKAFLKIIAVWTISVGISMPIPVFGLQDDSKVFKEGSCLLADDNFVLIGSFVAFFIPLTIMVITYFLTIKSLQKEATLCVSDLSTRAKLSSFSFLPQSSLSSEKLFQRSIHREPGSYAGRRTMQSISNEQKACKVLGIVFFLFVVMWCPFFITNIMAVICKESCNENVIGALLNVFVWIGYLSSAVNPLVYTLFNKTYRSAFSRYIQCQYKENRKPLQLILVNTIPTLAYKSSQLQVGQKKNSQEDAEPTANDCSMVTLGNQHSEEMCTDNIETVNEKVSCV
# H9c2 protect = myocardial damage modulation in H9c2 cells; H9c2 cardiomyocytes, H2O2 injury protection, ATPLite, 2 h; protection from H2O2 cell death, % at 20 µM; hit rate 0.63% among 360,000;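 active = compounds giving at least 50% protection of heart cells from peroxide-induced death in the single-dose screen, raw or plate-pattern-corrected value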;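 note: 0% = DMSO wells with peroxide and 100% = DMSO wells without peroxide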
# PDI inh = PDI (human) enzyme inhibition; PDI insulin aggregation turbidity, A650, 90 min; inhibition, % at 10 µM; hit rate 0.052% among 350,000; AID 588391;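 active = mean inhibition across replicates of 30% or more, whatever share of single replicates reach that level; inconclusive = mean inhibition below 30% while every single replicate reaches 30%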;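 note: absorbance from insulin aggregation driven by PDI reduction with DTT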
# Target sequence (P07237 whole entry, looked up): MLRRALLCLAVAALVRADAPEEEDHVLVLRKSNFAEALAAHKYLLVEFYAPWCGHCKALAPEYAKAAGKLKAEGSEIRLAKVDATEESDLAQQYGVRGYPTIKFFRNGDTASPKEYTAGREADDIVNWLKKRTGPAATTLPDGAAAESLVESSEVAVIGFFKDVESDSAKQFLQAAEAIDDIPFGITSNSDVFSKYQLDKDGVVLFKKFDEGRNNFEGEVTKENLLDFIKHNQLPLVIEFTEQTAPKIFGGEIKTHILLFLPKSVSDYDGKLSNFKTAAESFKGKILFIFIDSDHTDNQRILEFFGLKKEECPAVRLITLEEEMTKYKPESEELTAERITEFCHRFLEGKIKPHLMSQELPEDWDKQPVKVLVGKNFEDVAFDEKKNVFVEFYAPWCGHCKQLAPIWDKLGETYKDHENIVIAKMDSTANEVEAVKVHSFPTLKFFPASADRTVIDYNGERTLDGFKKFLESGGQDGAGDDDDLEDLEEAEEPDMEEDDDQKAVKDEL
# MC4R ag barr = human MC4R agonism via beta-arrestin. U2OS MC4R beta-arrestin complementation, luminescence; percent of melanotan II response, DMSO zero. activation, % at 8.9 µM. hit rate 0.98% among 360,000;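 active = activation above a per-plate cutoff, the mean activation of sample wells on that plate plus 3 SD, cut at about 8% in these data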
# MC4R antagonist = antagonists of human melanocortin 4 receptor (MC4R) | AID 540295 | inhibition, % at 6.5 µM | P32245 | MC4R-expressing cells, MTII-stimulated cAMP, LANCE TR-FRET | hit rate 0.48% among 360,000;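 active = inhibition above its plate's cutoff, the mean of tested wells on that plate plus 3 SD, cut at about 29% in these data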;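 note: 0% = Melanotan II alone and 100% = Melanotan II plus saturating MCL0020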
#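 System: U2OS cells stably expressing human melanocortin 4 receptor (MC4R). Reagent: Melanotan II challenge after compound preincubation. Doses: 6.5 µM. Times: 30-min compound, 1-h challenge, 1-h detection, room temperature. Measured by: TR-FRET with Eu-cAMP and labeled anti-cAMP, 671 nm. Replicates: singlicate.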
# CaV13 ICDI inh = Primary screen for inhibitors of IQ motif and Ca2+-dependent inactivation inhibitor domain binding in CACNA1D, Förster resonance energy transfer in living cells, …; inhibition, % at 12.3 µM; hit rate 0.098% among 340,000; AID 743397; HEK cells, CFP/YFP FRET ICDI-IQ, plate reader, 10 min; percent FRET-ratio fall versus neutral wells;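 active = mean replicate inhibition of at least 30% and at least 1% of replicates passing that level; inconclusive = only one of the two criteria is met; inactive = neither criterion is met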;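 note: 0% = median of the neutral control wells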
# Vif imaging = inhibitors of HIV Vif; AID 602346; hit rate 0.35% among 340,000; inhibition, % at 7.49 µM; HEK293T cells, Vif self-association by quenched fluorescence, imaging, 24 h; in the data active = inhibition above about 50%, passing the limit was not always enough; inconclusive = no clear call, values can overlap the other calls; inactive = below about 31%; note: some results filed as inactive read as strong as hits
# aDG glyco act = alpha-DG glycosylation activation | Pro5-aDG cells, alpha-DG glycosylation AlphaScreen (IIH6); 0% Pro5, 100% B10-LARGE cell signal | activation, % at 10 µM | hit rate 0.22% among 360,000;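 active = activation of at least 8% versus controls, or a plate z-score of at least 8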;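 note: Pro5 are CHO cells carrying HIG-tagged alpha-DG that lacks glycosylation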
# N-glyco inh = N-linked glycosylation inhibition; reporter increase, % at 12.5 µM; D54 ERlucT glycosylation luciferase reporter, 24 h; percent of 100 nM tunicamycin response; AID 588692; hit rate 0.23% among 360,000;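 active = mean luciferase reporter signal, scaled so untreated is 0 and the glycosylation-blocking control 100, at or above a set limit in every replicate; inconclusive = mean reaches the limit but not every replicate does; inactive = mean below the limit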;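 note: luciferase carries N-glycosylation sites so blocking glycosylation raises the light; 0% = median of neutral control wells and 100% = median of 100 nM tunicamycin wells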
# The depositor's hits bear a star; ? = inconclusive; · = not tested or not shown; + = active, no number.
SMILES,ABCB6 inh MLPCN,HTR2A ag,H9c2 protect,PDI inh,MC4R ag barr,MC4R antagonist,CaV13 ICDI inh,Vif imaging,aDG glyco act,N-glyco inh
O=C1NCC(COCC2CC=CCC2)O1 (stereo unspecified),95,-2,-2,3,1.4,4,-5,6,0.0,-2
O=C(O)c1ccc(CSc2ncn[nH]2)cc1,98,10,0,2,-0.2,9,-10,-4,-0.1,2
O=C(NCCc1csc(-c2ccccc2)n1)c1ccccc1F,100,-2,3,-4,-0.8,6,-7,-9,0.0,-2
Cc1cc(C(F)(F)F)nn1Cc1n[nH]c(=S)n1Cc1ccccc1,92,2,2,-1,-1.4,2,-6,-5,-0.1,1
COc1ccc(C(CC(=O)N2CCN(c3ccccc3)CC2)c2c(OC)cc(OC)c3ccc(=O)oc23)cc1 (stereo unspecified),88,-4,51*,4,-1.1,4,-11,-2,0.1,-2
O=C(CC1CCCC1)N1CCCC(Nc2ccc(F)cc2)C1 (stereo unspecified),93,-3,-7,-5,-1.9,4,·,3,-0.1,1
Cn1ccc2c(/C=C/c3ccc(F)cc3)cc3c(c21)C1CCC3C1 (stereo unspecified),101,-4,5,·,·,·,·,·,2.1,4
Cc1ccc(NC(=O)COC(=O)c2ccc3c(c2)OCCO3)cc1S(=O)(=O)N1CCOCC1,98,2,4,4,6.6,20,-7,-2,-0.3,1
COc1ccc(N(CCN2C(=O)c3ccccc3C2=O)C(=O)c2cccc([N+](=O)[O-])c2)cc1,99,-3,19,0,-2.2,15,7,1,0.1,0
O=C(CC1S/C(=N/N=C2CCCCCC2)NC1=O)Nc1ccc(Br)cc1F (stereo unspecified),105,-1,6,0,-0.9,10,·,-5,0.0,0
O=C(CN(C(=O)c1csnn1)c1ccc(F)cc1)NCc1ccc(F)cc1,99,9,8,8,-4.5,1,-5,2,0.3,1
Cc1cc(C)cc(NC(=O)C(OC(=O)C2=COCCO2)c2ccccc2)c1 (stereo unspecified),91,-1,0,4,-1.3,13,-5,-1,0.0,3
CC(=O)NCCC(=O)N1CCCC(N2CCN(c3cccc(Cl)c3)CC2)C1 (stereo unspecified),104,-6,2,-3,-1.9,10,-4,-5,0.1,0
CCN1CCN(CC(=O)Nc2nc3ccccc3s2)CC1,101,-1,4,5,0.6,2,-2,-4,0.3,1
CSc1nc2ccccc2cc1/C=C(\C#N)c1ccc(Cl)c(Cl)c1,119,2,-13,-1,-1.3,0,-5,-5,-0.3,-2
Cc1cc(C)cc(N(C(=O)CNC(=O)c2ccco2)C(C(=O)NC2CCCCC2)c2cccnc2)c1 (stereo unspecified),93,0,8,-8,-2.1,3,-2,15,0.0,1
CCCCn1c(N)c(N(CC(C)C)C(=O)c2cc3c(s2)CCC3)c(=O)[nH]c1=O,98,4,-1,4,-3.0,10,·,6,0.2,-1
COc1ccc(C(=O)/C=C/c2cccnc2)c(OC)c1,95,3,10,7,-0.1,26,-4,3,0.4,10
Cc1ccc(S(=O)(=O)NNc2c3ccccc3nc3ccc(Cl)cc23)cc1,100,1,-8,-2,3.2,6,-1,2,1.8,1
O=C(CCc1nnc2ccc(N3CCCC3)nn12)Nc1ccc(F)c(F)c1,84,-3,-3,3,-0.1,-1,-12,16,0.4,2
COc1cc(OC)c(S(=O)(=O)NCc2ccco2)cc1S(=O)(=O)NCc1ccco1,100,-1,-7,9,-2.6,-5,-5,3,-0.2,3
CC(C)c1ccc(-c2noc(C3CCCN(C(=O)c4ccc(F)cc4F)C3)n2)cc1 (stereo unspecified),97,-4,-19,-4,-0.2,-7,-4,-14,0.3,-7
c1csc(CNCCN2CCOCC2)c1,98,3,12,11,-0.5,8,-5,3,0.0,-2
O=C(c1ccc(COc2ccccc2Br)cc1)N1CCCCC1,93,-1,-12,3,-0.7,0,0,·,0.1,5
CC(=O)Nc1ccc(C(=O)NCC(=O)OCc2ccccc2F)cc1,97,-3,2,-3,-1.2,21,-2,-1,0.0,0
CC(=O)Nc1ccc(S(=O)(=O)N2CCN(c3cc4c(cc3[N+](=O)[O-])n(C)c(=O)n4C)CC2)cc1,93,4,-7,-8,-1.9,20,-12,-7,-0.3,4
COc1ccc(C2(O)CCN(C(=O)Cc3cccnc3)CC2)cc1,94,4,0,15,-0.9,4,-5,24,-0.2,1
CN(C)CCNc1nc2sc3c(c2c(=O)n1Cc1ccccc1)CCCCC3,92,6,10,5,0.9,1,-4,-3,0.6,2
CCN1CCN(S(=O)(=O)c2ccc(Cl)c(C(=O)NCCc3ccccc3)c2)CC1,97,-3,-3,-8,-2.8,14,-6,1,0.2,-2
COC(=O)Cc1c(C)[nH]n(-c2cc(Cl)cc(Cl)c2)c1=O,103,3,3,0,-1.0,5,-5,0,0.0,13
c1ccc2c(c1)ncn2CCCOc1ccc2c(c1)CCC2,96,-11,-14,-2,4.7,2,·,-32,1.4,-5
CCOC(=O)c1ccc(NC(=O)c2ccccc2N(C)S(=O)(=O)c2ccccc2)cc1,92,-5,-3,-4,-2.5,16,-16,4,0.6,-5
Cc1cc(C)cc(NC(=O)COc2ccc(C(=S)N3CCOCC3)cc2)c1,101,-6,0,-5,1.5,-7,-7,1,0.0,1
O=C(O)/C=C/c1ccc(S(=O)(=O)Nc2ccccc2C(=O)Nc2ccc(F)cc2)cc1,95,-3,2,-3,-1.1,3,-3,16,0.0,2
CCCCCCCCC[n+]1cccc2c3ccccc3ccc21,92,7,-35,4,13*,-12,·,0,2.6,?
N#Cc1nc(-c2ccccc2F)oc1NCCc1ccccn1,97,3,-4,-5,-0.6,5,·,·,0.1,0
O=C(Nc1nncs1)C1c2ccccc2Oc2ccccc21,89,6,-2,-4,1.5,-2,-5,0,0.0,-9
O=C(Nc1nccs1)C(c1ccccc1)N1CCCCC1 (stereo unspecified),100,-6,2,1,-2.2,9,-21,0,-0.1,-1
N#Cc1nc(-c2ccccc2F)oc1NC1CCCCC1,96,0,-14,·,0.5,9,-4,3,-0.1,-2
COc1ccccc1OCc1nc(C#N)c(N2CCCC2)o1,85,9,9,-3,-2.8,-3,7,-1,0.4,-1
Cc1ccn2cc(-c3nonc3C)cc2c1,109,3,-6,1,-0.4,17,·,-1,1.3,-5
COc1ccc(S(=O)(=O)N2CCN(C(=O)[C@@H]3CCC(=O)N3C3OC(=O)c4ccccc43)CC2)cc1 (stereo partly specified),94,3,0,0,-2.6,-1,·,9,0.0,1
NC(=S)NN=Cc1nccc2c(C(F)(F)F)cccc12,97,5,31,-2,-4.3,0,-7,-6,-0.7,-13
CCOC(=O)C1=CCN(S(=O)(=O)c2ccc(Cl)cc2)C1c1cccc(C)c1 (stereo unspecified),100,-5,-4,·,·,·,-4,·,-0.2,0
Cc1cc(C)n2nc(C(=O)OCC(=O)NC(=O)c3ccccc3)nc2n1,99,-3,1,-3,-2.7,10,-5,-4,0.1,1
CCCC(O)(CCN1CCOCC1)c1ccc(Br)cc1 (stereo unspecified),100,-2,6,-1,2.0,3,-4,-3,0.5,1
NC(c1ccccc1)c1csc(Nc2ccc(S(N)(=O)=O)cc2)n1 (stereo unspecified),90,-6,3,-3,-0.4,8,-4,8,-0.2,1
CCOC(=O)c1ccc(NC(=O)CCc2ccc(C)o2)cc1,95,-2,2,14,-0.7,-1,-5,-1,0.0,1
CCOC(=O)c1ccc(NC(=O)N2CCN(C(=O)c3ccco3)CC2)cc1,92,-1,0,4,4.4,13,-7,-10,-0.2,2
COc1ccc(CCNC(=O)C(=O)NCC2OCCN2S(=O)(=O)c2ccc(C)cc2)cc1OC (stereo unspecified),98,0,-8,·,0.8,8,-3,-15,0.0,0

# Later entries.
SMILES,ABCB6 inh MLPCN,HTR2A ag,H9c2 protect,PDI inh,MC4R ag barr,MC4R antagonist,CaV13 ICDI inh,Vif imaging,aDG glyco act,N-glyco inh
Fc1ccc(NC(=S)Nc2ccc(Cl)cc2)cc1,97,-2,-16,-3,-1.0,-3,12,-2,0.7,-1
CCOC(=O)N1CCC(N2CCCC(C(=O)c3cc(C)c(OC)c(C)c3)C2)CC1 (stereo unspecified),100,-3,5,13,-0.5,6,-6,1,1.4,-1
COc1cc(S(=O)(=O)NCc2ccccc2)ccc1-n1cnnn1,105,4,-4,17,-0.3,19,1,8,-0.2,2
Cc1cc(C)n(-c2cc(N3CCN(S(=O)(=O)c4ccc(Br)cc4)CC3)ccc2[N+](=O)[O-])n1,98,11,-4,-2,-2.6,4,-6,1,0.0,-7
Cc1ccc2nc3c(cc(C(=O)NCc4ccccc4)c(=N)n3CCCn3ccnc3)c(=O)n2c1,100,-4,5,-3,2.8,18,+,-1,0.1,7
COc1ccc(NC(=O)CSc2nnc(Cc3cccs3)n2C)cc1,95,2,2,-4,-4.1,5,-7,·,0.0,1

# Random excerpt: 4 compounds from above, in no set order.
SMILES,ABCB6 inh MLPCN,HTR2A ag,H9c2 protect,PDI inh,MC4R ag barr,MC4R antagonist,CaV13 ICDI inh,Vif imaging,aDG glyco act,N-glyco inh
Fc1ccc(NC(=S)Nc2ccc(Cl)cc2)cc1,97,-2,-16,-3,-1.0,-3,12,-2,0.7,-1
CCOC(=O)N1CCC(N2CCCC(C(=O)c3cc(C)c(OC)c(C)c3)C2)CC1 (stereo unspecified),100,-3,5,13,-0.5,6,-6,1,1.4,-1
Cc1ccc2nc3c(cc(C(=O)NCc4ccccc4)c(=N)n3CCCn3ccnc3)c(=O)n2c1,100,-4,5,-3,2.8,18,+,-1,0.1,7
COc1ccc(NC(=O)CSc2nnc(Cc3cccs3)n2C)cc1,95,2,2,-4,-4.1,5,-7,·,0.0,1

# Given with each value named: entries from further up
> CC(C)c1ccc(-c2noc(C3CCCN(C(=O)c4ccc(F)cc4F)C3)n2)cc1 (stereo unspecified)
- ABCB6 inh MLPCN = 97
- HTR2A ag = -4
- H9c2 protect = -19
- PDI inh = -4
- MC4R ag barr = -0.2
- MC4R antagonist = -7
- CaV13 ICDI inh = -4
- Vif imaging = -14
- aDG glyco act = 0.3
- N-glyco inh = -7

> c1csc(CNCCN2CCOCC2)c1
- ABCB6 inh MLPCN = 98
- HTR2A ag = 3
- H9c2 protect = 12
- PDI inh = 11
- MC4R ag barr = -0.5
- MC4R antagonist = 8
- CaV13 ICDI inh = -5
- Vif imaging = 3
- aDG glyco act = 0.0
- N-glyco inh = -2

> O=C(c1ccc(COc2ccccc2Br)cc1)N1CCCCC1
- ABCB6 inh MLPCN = 93
- HTR2A ag = -1
- H9c2 protect = -12
- PDI inh = 3
- MC4R ag barr = -0.7
- MC4R antagonist = 0
- CaV13 ICDI inh = 0
- Vif imaging = ·
- aDG glyco act = 0.1
- N-glyco inh = 5

> CC(=O)Nc1ccc(C(=O)NCC(=O)OCc2ccccc2F)cc1
- ABCB6 inh MLPCN = 97
- HTR2A ag = -3
- H9c2 protect = 2
- PDI inh = -3
- MC4R ag barr = -1.2
- MC4R antagonist = 21
- CaV13 ICDI inh = -2
- Vif imaging = -1
- aDG glyco act = 0.0
- N-glyco inh = 0
